PG9 binder – binders of HIV-1 gp120 antibody PG9, primary screen, biochemical, TR-FRET; TR-FRET gp120-PG9 antibody binding; inhibition, % at 6.7 µM; 360,000 compounds, 0.43% hits; AID 624416, 2012; in the data active means inhibition above about 8.5%
NPR2 activator – human GC-B receptor activators, primary screen, HEK293 GC-B cells, cGMP TR-FRET, EC30 CNP | Atrial natriuretic peptide receptor 2 (Homo sapiens), P20594 | 0% at EC30 CNP, 100% saturating CNP | activation, % at 10 µM | 370,000 compounds, 0.11% hits | AID 1920062, 2024;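 active means activation at 10 µM reaching about 35% in either raw or pattern-adjusted values, limit read from the data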
ARFGAP1 inh – inhibitors of rat ARFGAP1 GAP activity, primary screen, biochemical, fluorescence polarization, GDP tracer. ADP-ribosylation factor GTPase-activating protein 1 (Rattus norvegicus), Q62848. Arfgap1-stimulated ARF1 GTP hydrolysis, GDP FP detection. inhibition, % at 16.5 µM. 360,000 compounds, 0.26% hits;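 active means inhibition above a per-plate limit, mean inhibition of low control wells plus 3 SD, cut at about 25% in these data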;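 further: 0% = DMSO wells with enzyme and 100% = wells lacking Arfgap1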
Target sequence (Q62848 1-136 limits assumed): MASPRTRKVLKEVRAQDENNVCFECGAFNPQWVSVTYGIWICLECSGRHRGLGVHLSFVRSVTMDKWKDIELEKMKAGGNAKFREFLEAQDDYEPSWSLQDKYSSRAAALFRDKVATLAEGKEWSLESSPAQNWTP
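system = rat Arfgap1 catalytic domain, aa 1-136 | technique = FP, GDP Alexa 633 tracer displaced from anti-GDP antibody, 620/688 nm | compound = one concentration, 16.5 µM, DMSO 1.26% | medium = HEPES-based buffer, pH 7.5 | timing = compound-enzyme preincubation 20 min, reaction 120 min, detection 60 min, 25 °C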
ASAP1 inh – inhibitors of human ASAP1 ArfGAP activity, primary screen, biochemical, fluorescence polarization; Arf-GAP with SH3 domain, ANK repeat and PH domain-containing protein 1 (Homo sapiens), …; ASAP1-stimulated ARF1 GTP hydrolysis, GDP FP detection; inhibition, % at 16.5 µM; 360,000 compounds, 0.19% hits; in the data active means inhibition above about 25%;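 further: 0% = vehicle with enzyme and substrate and 100% = no enzyme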
Target sequence (Q9ULH1 325-724 limits assumed): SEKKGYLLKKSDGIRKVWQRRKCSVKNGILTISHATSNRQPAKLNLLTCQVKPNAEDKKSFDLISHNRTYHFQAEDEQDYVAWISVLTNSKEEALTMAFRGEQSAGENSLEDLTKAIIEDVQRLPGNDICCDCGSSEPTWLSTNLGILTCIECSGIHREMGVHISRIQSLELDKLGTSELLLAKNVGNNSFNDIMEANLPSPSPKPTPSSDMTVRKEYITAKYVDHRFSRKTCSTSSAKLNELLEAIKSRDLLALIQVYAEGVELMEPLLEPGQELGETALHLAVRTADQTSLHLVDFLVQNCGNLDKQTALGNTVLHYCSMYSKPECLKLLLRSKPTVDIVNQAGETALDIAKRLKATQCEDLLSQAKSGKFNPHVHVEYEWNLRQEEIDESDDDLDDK
HTRA1 inhibitor – HTRA1 serine protease inhibitors, primary screen, biochemical, fluorescence polarization, HTS | recombinant HTRA1, FP-rhodamine activity-based probe | AID 504803, 2011 | inhibition, % at 5.96 µM | Q92743 | 340,000 compounds, 0.5% hits; in the data active means inhibition above about 36%;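 further: 0% = enzyme with DMSO and 100% = wells lacking enzyme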
Target sequence (Q92743 whole entry, looked up): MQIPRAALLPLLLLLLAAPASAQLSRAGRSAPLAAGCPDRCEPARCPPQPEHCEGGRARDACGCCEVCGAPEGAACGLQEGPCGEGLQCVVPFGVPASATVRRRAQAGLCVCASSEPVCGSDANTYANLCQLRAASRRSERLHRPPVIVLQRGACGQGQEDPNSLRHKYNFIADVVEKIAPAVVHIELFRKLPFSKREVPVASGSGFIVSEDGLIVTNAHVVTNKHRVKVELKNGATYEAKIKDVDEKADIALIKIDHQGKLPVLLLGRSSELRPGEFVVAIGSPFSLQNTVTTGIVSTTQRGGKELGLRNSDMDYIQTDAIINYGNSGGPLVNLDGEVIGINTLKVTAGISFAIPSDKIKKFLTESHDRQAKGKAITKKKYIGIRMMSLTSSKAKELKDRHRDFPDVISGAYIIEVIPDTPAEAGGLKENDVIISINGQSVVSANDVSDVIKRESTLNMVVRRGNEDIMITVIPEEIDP
GC-A act – GC-A stimulated cGMP production enhancers – HEK293 GC-A cells, cGMP TR-FRET, EC30 ANP, primary screen; 370,000 compounds, 0.14% hits; AID 1671463, 2021; activation, % at 10 µM; 0% at EC30 ANP, 100% saturating ANP; in the data active means activation above about 40%
NR1D1 modulator – modulators of Rev-erb alpha DNA binding, primary screen, biochemical, FITC-DNA, fluorescence polarization, uHTS | Nuclear receptor subfamily 1 group D member 1 (Homo sapiens), P20393 | Rev-erbα–FITC-DNA binding, 90 min | activity, % at 10 µM | 370,000 compounds, 0.79% hits;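 active means activity above about 14%, limit read from the data; passing the limit was not always enough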;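 further: 0% = DMSO wells with 35 nM protein and 100% = DMSO wells with 750 nM protein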
mABHD4 FP – ABHD4 inhibitors, primary screen, biochemical, fluorescence polarization, mouse; (Lyso)-N-acylphosphatidylethanolamine lipase (Mus musculus), Q8VD66; purified mABHD4, FP-Rh probe fluorescence polarization; inhibition, % at 8.92 µM; 370,000 compounds, 0.54% hits;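 active means inhibition exceeding the mean over every tested compound plus 3 SD, cut at about 30% in these data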;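 further: 0% = plate median of compound wells and 100% = S159A mutant with DMSO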
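Assay system: Wild-type mouse ABHD4 protein | Medium: HEPES pH 7.0 buffer, 150 mM NaCl, 0.01% Pluronic F-127 | Incubation: Enzyme–compound pre-incubation 45 min, then probe 60 min, both 25 °C | Technique: Fluorescence polarization with parallel and perpendicular emission, 525/598 nm | Evaluation: % inhibition of FP-Rh probe binding versus controls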
rCAG RNA binder – binders of r(CAG) RNA repeats, primary screen, biochemical, fluorescence | 370,000 compounds, 1.3% hits | AID 651821, 2012 | inhibition, % at 3 µM | r(CAG) RNA repeat, TO-PRO-1 dye displacement fluorescence;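 active means inhibition above the plate cutoff, the mean of all test compounds on that plate plus 3 SD, cut at about 35% in these data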;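 further: 0% = DMSO alone and 100% = 100 µM mitoxantrone as full dye displacement; higher means more dye released from RNA so lower well fluorescence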
SMARCA2 act – SMARCA2 (BRM) function activators, primary screen, cell-based, luminescence, high throughput; activation, % at 9.1 µM; 370,000 compounds, 1% hits; MG213 cells, MMTV-luciferase reporter, dexamethasone, overnight; AID 652017, 2013; in the data active means activation above about 7.8%;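 further: 0% = vehicle wells and 100% = reference activator wells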
Active calls of the source: *; . = no result given.

The opening 12 compounds as a preview:
Screens in order – PG9 binder	NPR2 activator	ARFGAP1 inh	ASAP1 inh	HTRA1 inhibitor	GC-A act	NR1D1 modulator	mABHD4 FP	rCAG RNA binder	SMARCA2 act
1) CC(=O)Nc1ccc(NC(=O)Cn2c(-c3ccc(F)cc3)cnc2SCC(=O)Nc2c(C)cccc2C)cc1
→ 0.3	1	6	-2	-7	-3	-2	-2	-1	-2
2) Cc1cc(=O)oc2c(O)c(O)ccc12
→ -5.9	-14	4	12	13	1	-5	30*	4	-4
3) Cn1cc(/C=C/C(=O)N2CCCC(C(=O)c3ccc(C(F)(F)F)cc3)C2)cn1 (configuration not stated)
→ -1.5	-1	0	6	7	3	2	0	-6	9.6*
4) Cn1c(Sc2nc3ccccc3n2C)nc2ccccc21
→ 0.4	4	8	3	-2	-1	-4	1	-1	-2
5) O=C(N/N=C/c1ccncc1)c1ccc2c(c1)OCO2
→ -1.0	4	16	-14	9	-8	-1	0	-4	6
6) CCOC(=O)C1CCN(C(=O)c2ccc(N3CCOCC3)c([N+](=O)[O-])c2)CC1
→ 1.7	-4	1	1	3	-1	2	7	-1	0
7) CN(Cc1ccc(Cl)cc1Cl)C(=O)CNC(=O)c1ccco1
→ -0.4	-1	3	16	1	1	-9	2	-2	-2
8) CCC1Oc2ccc(C)cc2N(CC(=O)NCc2ccccc2OC)C1=O (configuration not stated)
→ -1.7	-5	-6	-12	7	-5	2	4	-5	5
9) c1ccc(Nc2nc3ccccc3n3nnnc23)cc1
→ -1.6	-4	5	-3	-3	-5	-1	4	3	5
10) CCCN(CCC)C(=S)Nc1cc(C(=O)OC)ccc1C(=O)OC
→ 2.3	-7	8	-10	-3	-4	3	7	-4	0
11) CCc1ccc(NC(=O)CCC(=O)N2CCSc3ccccc32)cc1
→ -1.3	0	7	-17	-8	1	-9	2	1	1
12) CC1=NN(C(N)=S)C(=O)C1N=Nc1ccc(Cl)cc1 (configuration not stated)
→ -2.1	2	-13	-9	14	3	3	2	4	5

Main list, previewed entries included:
Screens in order – PG9 binder	NPR2 activator	ARFGAP1 inh	ASAP1 inh	HTRA1 inhibitor	GC-A act	NR1D1 modulator	mABHD4 FP	rCAG RNA binder	SMARCA2 act
1) CC(=O)Nc1ccc(NC(=O)Cn2c(-c3ccc(F)cc3)cnc2SCC(=O)Nc2c(C)cccc2C)cc1
→ 0.3	1	6	-2	-7	-3	-2	-2	-1	-2
2) Cc1cc(=O)oc2c(O)c(O)ccc12
→ -5.9	-14	4	12	13	1	-5	30*	4	-4
3) Cn1cc(/C=C/C(=O)N2CCCC(C(=O)c3ccc(C(F)(F)F)cc3)C2)cn1 (configuration not stated)
→ -1.5	-1	0	6	7	3	2	0	-6	9.6*
4) Cn1c(Sc2nc3ccccc3n2C)nc2ccccc21
→ 0.4	4	8	3	-2	-1	-4	1	-1	-2
5) O=C(N/N=C/c1ccncc1)c1ccc2c(c1)OCO2
→ -1.0	4	16	-14	9	-8	-1	0	-4	6
6) CCOC(=O)C1CCN(C(=O)c2ccc(N3CCOCC3)c([N+](=O)[O-])c2)CC1
→ 1.7	-4	1	1	3	-1	2	7	-1	0
7) CN(Cc1ccc(Cl)cc1Cl)C(=O)CNC(=O)c1ccco1
→ -0.4	-1	3	16	1	1	-9	2	-2	-2
8) CCC1Oc2ccc(C)cc2N(CC(=O)NCc2ccccc2OC)C1=O (configuration not stated)
→ -1.7	-5	-6	-12	7	-5	2	4	-5	5
9) c1ccc(Nc2nc3ccccc3n3nnnc23)cc1
→ -1.6	-4	5	-3	-3	-5	-1	4	3	5
10) CCCN(CCC)C(=S)Nc1cc(C(=O)OC)ccc1C(=O)OC
→ 2.3	-7	8	-10	-3	-4	3	7	-4	0
11) CCc1ccc(NC(=O)CCC(=O)N2CCSc3ccccc32)cc1
→ -1.3	0	7	-17	-8	1	-9	2	1	1
12) CC1=NN(C(N)=S)C(=O)C1N=Nc1ccc(Cl)cc1 (configuration not stated)
→ -2.1	2	-13	-9	14	3	3	2	4	5
13) CC(C)CN(C(=O)COC(=O)CCSc1ccc(F)cc1)c1c(N)n(Cc2ccccc2)c(=O)[nH]c1=O
→ 0.1	1	-2	2	5	-3	-5	5	-3	-2
14) Cn1c(N/N=C/c2c[nH]c3ccccc23)nc2ccccc21
→ -20	-8	18	16	46*	-7	11	22	12	3
15) CCOc1ccc(OC(=O)c2cccc(S(=O)(=O)N3CCN(C)CC3)c2)cc1
→ -0.7	2	3	10	-2	-1	-4	0	-8	-2
16) O=C(CN1CCCCC1)N/N=C/c1ccc(Cl)cc1Cl
→ -1.9	-9	1	-6	-2	-2	-5	2	-2	1
17) O=C(NCc1ccc2c(c1)OCO2)c1cc(=O)[nH]c2ccccc12
→ -0.9	1	10	-5	7	3	2	0	6	-2
18) CC(=O)NC(c1ccccc1)c1nc(-c2cccc(C(F)(F)F)c2)cs1 (configuration not stated)
→ -0.5	-1	-2	-5	.	-1	2	-18	0	-1
19) CCCCc1c(C)nc(Nc2ccc(OC)cc2)[nH]c1=O
→ 0.6	5	-14	-3	0	4	0	-1	10	-2
20) COc1ccc2c(c1)C1CC(C)(NC(=O)C1C(=O)c1ccccc1)O2 (configuration not stated)
→ -2.1	-5	-4	13	-3	1	-4	-3	1	3
21) Cc1ccc(NC(=O)C2CCN(S(=O)(=O)c3ccc4c(c3)NC(=O)C(C)S4)CC2)c(Cl)c1 (configuration not stated)
→ 6.2	-9	9	4	-26	-14	-1	-4	2	-2
22) Cc1onc(-c2c(F)cccc2Cl)c1C(=O)Nc1nccs1
→ -0.4	2	8	-6	-7	0	1	7	0	0
23) COc1ccc(/C=C/C(=O)NC2=NCCS2)c(OC)c1
→ .	-6	.	.	.	1	6	0	.	.
24) CC1(C)Cc2cccc(Oc3ccc(S(=O)(=O)N4CCCCC4)cn3)c2O1
→ -0.8	-1	-7	15	-7	2	2	-2	-6	-2
25) COC(=O)C1=C(C)N(C)C(=S)NC1c1cc(OC)ccc1OC (configuration not stated)
→ 1.4	-3	6	2	-11	-3	3	4	-8	-3
26) CCN1CCCc2cc(CN(CCN3CCOCC3)C(=S)Nc3ccc(OC)c(Cl)c3)ccc21
→ 0.1	-6	6	-1	12	-2	17	4	0	-1
27) CN(C(=O)COC(=O)Cc1ccc(Cl)cc1)C1CCCCC1
→ 1.3	2	5	-5	2	-1	0	-6	1	-6
28) O=C(NCc1ccc2c(c1)OCO2)C(=O)Nc1cc2c3c(c1)CC(=O)N3CCC2
→ 0.3	3	6	-7	-4	2	2	-2	7	0
29) Cc1ccc(N2CC(C(=O)Nc3ccc4c(c3)OCO4)CC2=O)cc1C (configuration not stated)
→ -3.6	-3	5	-4	1	1	-9	4	6	-2
30) COc1cc(OC)cc(C(=O)NNC(=O)c2ccc3ccccc3n2)c1
→ 0.8	10	4	-6	6	6	-2	3	3	8
31) O=C(COC(=O)c1ccccc1SCC(=O)N1CCCC1)NCc1ccc(F)cc1
→ 0.9	4	-6	-3	2	-1	8	-3	2	-4
32) O=C(NC(C(=O)c1ccccc1)n1ccc(=O)[nH]c1=O)c1ccccc1 (configuration not stated)
→ 0.2	-2	-1	-3	1	-6	2	8	-1	-3
33) CO/N=C/c1ccc(N2CCN(C(=O)c3ccc(Cl)cc3Cl)CC2)c([N+](=O)[O-])c1
→ 0.2	3	-7	-1	-28	6	3	-12	-1	-6
34) CC(=O)NN1C(=O)c2ccccc2NC1c1ccccc1F (configuration not stated)
→ 2.1	-1	7	9	1	2	5	1	-2	-3
35) Cc1ccc(NC2CCCN(C(=O)c3cccs3)C2)cc1C (configuration not stated)
→ -1.3	4	-15	-1	5	0	-1	9	-6	-3
36) CCCOc1ccc(-c2c(C(=O)N/N=C(\C)COc3ccccc3)nnn2-c2nonc2N)cc1
→ -0.6	2	-3	4	-23	-3	-3	-25	12	-2
37) Cc1c(Cl)cccc1NC(=S)NCCc1ccc(S(N)(=O)=O)cc1
→ -4.1	8	0	-5	3	6	-2	2	2	1
38) CCNC(=S)NNC(=O)Nc1ccccc1
→ .	3	.	.	1	4	4	.	.	.
39) O=C(CCSc1ccc(Cl)cc1)NC1CCCC1
→ -1.0	0	10	18	3	0	1	-1	-3	1
40) O=C(CC1CCCC1)N[C@H](C(=O)N1CCC[C@H]1C(=O)NCc1ccccc1)c1ccccc1
→ 1.7	1	5	11	.	3	-2	9	1	-1
41) Cn1c(SCC(=O)Nc2ccc3nc(SCC(=O)NC4CC4)sc3c2)nnc1-c1ccccc1
→ -2.7	-10	3	12	0	-4	1	1	4	-1
42) COc1ccc(C(=O)NC(Cc2c[nH]c3ccccc23)C(=O)O)cc1 (configuration not stated)
→ -1.7	4	4	-1	-1	2	6	-4	1	0
43) CCN(C(=O)CSc1nc(-c2ccccc2)cn1N)c1c(N)n(Cc2ccccc2)c(=O)[nH]c1=O
→ 0.0	1	-1	-4	-6	0	2	1	2	1
44) O=C(CN(C(=O)C1COc2ccccc2O1)c1ccccc1)NCC1CCCO1 (configuration not stated)
→ 1.2	-4	7	6	5	-1	-1	-3	-8	-2
45) COc1cc2cc(Oc3ccc4ccc(=O)oc4c3)c(=O)oc2cc1OC(C)=O
→ -0.6	-6	-4	10	0	0	2	1	1	2
46) O=C(CSc1ccccc1)N/N=C/c1ccccc1O
→ -1.8	0	0	-2	2	2	-8	-2	1	-3
47) CC(C)Sc1nc2ccsc2c(=O)[nH]1
→ -2.1	-2	-4	-8	0	-4	2	-2	-1	1
48) Cn1nc(-c2ccc(Cl)cc2)cc1NC(=O)CC(C)(C)CC(=O)O
→ -0.6	5	2	-2	.	-4	3	4	8	0
49) CCCNC(=O)c1nc(C)n(-c2cc(Cl)cc(Cl)c2)n1
→ -0.2	-10	-2	-13	4	-20	2	-6	0	0
50) CS(=O)(=O)N1N=C(c2ccco2)CC1c1ccccc1Cl (configuration not stated)
→ 1.0	-4	-3	12	1	-2	-2	8	5	0

Compound activity from PubChem BioAssay.
